High-throughput results: PubChem, several laboratories
UTI89 phage lysis: inhibition of K1F phage lysis, E. coli UTI89, bacterial capsule biogenesis inhibitors, alamar blue (AID 488966); E. coli UTI89 K1F phage lysis, alamar blue, 2 h; higher % means a stronger effect; one-dose inhibition, % at 100 µM; IC50 in µM for titrated hits; 340,000 tested, 0.02% active;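 active means phage lysis inhibition, versus mean bacterial control, above a set limit; inconclusive means no clear call, values can overlap the other calls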;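 further: capsule biogenesis inhibitors block K1F phage lysis so surviving cells raise fluorescence; higher fluorescence means more inhibition of phage lysis; actives were called in the ten point dose series up to 300 µM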
Large T inhibition: TAg ATPase/helicase activity blockers – biochemical (AID 1903) | SV40 large T antigen ATPase/helicase inhibition assay; higher % means a stronger effect | inhibition, % at 20 µM, or IC50 in µM where a hit was titrated | 310,000 tested, 0.39% active; in the data active means a potency from the dose series; inconclusive means inhibition mostly from about 32% at the one dose, without a potency; inactive means the rest, 99 in 100 with inhibition below about 32%; further: strong numbers were not always called active
NTR1 agonist: NTR1-driven beta-arrestin-GFP spot formation – imaging, U2OS cells, high content, primary screen (AID 493036) | P30989 | agonist mode | activation, % at 20 µM | 330,000 tested, 0.17% active;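 active means activation at or above 40% of the spot to cytoplasm intensity ratio, with at least 20 cells analyzed; inconclusive means wells under 20 cells, flagged as cytotoxic or low count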;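 further: 0% = DMSO without peptide and 100% = 100 nM NTR1 peptide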
Target sequence (P30989 whole entry, looked up): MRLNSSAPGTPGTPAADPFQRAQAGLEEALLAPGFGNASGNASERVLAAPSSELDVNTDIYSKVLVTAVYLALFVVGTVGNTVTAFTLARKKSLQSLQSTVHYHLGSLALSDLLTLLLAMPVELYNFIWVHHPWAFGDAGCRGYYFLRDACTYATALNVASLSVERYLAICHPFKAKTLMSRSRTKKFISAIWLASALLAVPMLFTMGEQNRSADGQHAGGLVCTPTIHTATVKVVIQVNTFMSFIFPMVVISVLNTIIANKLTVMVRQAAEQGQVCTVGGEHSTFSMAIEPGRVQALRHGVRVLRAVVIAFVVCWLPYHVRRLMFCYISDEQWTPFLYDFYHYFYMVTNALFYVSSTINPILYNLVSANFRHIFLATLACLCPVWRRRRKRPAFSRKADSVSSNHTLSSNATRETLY
AID2073: inhibitors of Mint1-CaV2.2 protein interaction, biochemical, HTRF (AID 2073). HTRF protein-protein interaction, Mint1-CaV2.2; higher % means a stronger effect. inhibition, % at 20 µM, or IC50 in µM where a hit was titrated. 290,000 tested, 0.19% active; in the data active means inhibition mostly above about 51%, no sharp cut-off; inconclusive means no clear call, values can overlap the other calls; inactive means mostly below about 53%; further: some results filed as inactive read as strong as hits
Dengue-2 NS5 capping: flavivirus cap methylation enzyme inhibition – biochemical, confirmation dose response, primary screen (AID 588689); Dengue-2 NS5 methyltransferase capping enzyme assay, biochemical; higher % means a stronger effect; one-dose inhibition, % at 25 µM; IC50 in µM for titrated hits; 340,000 tested, 0.3% active; in the data active means a potency from the dose series; inconclusive means inhibition above about 29% without an active follow-up result
West Nile antiviral: West Nile virus antiviral activity, cell-based, CPE readout (AID 1621) | West Nile virus-infected cells, CPE inhibition; higher % means a stronger effect | CPE inhibition, % at 10 µM, or IC50 in µM where a hit was titrated | 290,000 tested, 0.02% active; in the data active means a potency from the dose series; inconclusive means CPE inhibition mostly from about 3.7% at the one dose, without a potency; inactive means the rest, 99 in 100 with CPE inhibition below about 2.2%; further: strong numbers were not always called active
RSV CPE inhibition: inhibition of RSV-induced cytopathic effect – HEp-2 cells, primary 10 µM value included (AID 2391); HEp-2 cells, RSV-induced CPE inhibition; higher % means a stronger effect; CPE inhibition, % at 10 µM, or IC50 in µM where a hit was titrated; 310,000 tested, 0.13% active; in the data active means a potency from the dose series; inconclusive means CPE inhibition mostly from about 23% at the one dose, without a potency; inactive means the rest, 99 in 100 with CPE inhibition below about 21%; further: strong numbers were not always called active
Siah-1 displacement: Siah-1 peptide-binding antagonists, primary screen, biochemical, fluorescence polarization, rhodamine-plectin, uHTS (AID 1817); Siah-1 / rhodamine-plectin peptide fluorescence polarization; higher % means a stronger effect; displacement, % at 20 µM, or IC50 in µM where a hit was titrated; 290,000 tested, 0.02% active;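 active means displacement of at least 50% at 20 µM, with a fluorescence ratio check between 0.3 and a set limit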;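 further: plate controls were Siah plus tracer with DMSO for no effect and tracer alone without Siah for full effect; strong numbers were not always called active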
MgcRacGAP inhibition: MgcRacGAP GTPase-activating activity inhibitors, confirmation, biochemical, ADP Hunter fluorescence | one-dose inhibition, % at 30 µM; IC50 in µM for titrated hits | AID 624330 | MgcRacGAP-stimulated Rac1 GTP hydrolysis, ADP Hunter fluorescence; higher % means a stronger effect; GST-tagged Rac1 F28L mutant substrate | 340,000 tested, 0.6% active;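 active means first-screen hits whose inhibition reached a set limit at any dose in the follow-up dose series; inconclusive means inhibition above the set first-screen limit but never retested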;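 further: fluorescence reports GDP produced by GAP-driven GTP hydrolysis; strong numbers were not always called active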
NTR1 agonist cell count 20 µM: further read-out of NTR1 agonist, marked with its call; cell count; measured here: cell count, cytotoxicity flag
Dengue-2 NS5 capping pilot replicate: also measured in Dengue-2 NS5 capping; calls as there; inhibition, %; measured here: pilot screen replicate inhibition
* marks the source's active call; other numbers are inactive results; u = inconclusive; x = not tested or not shown; & = joins results of further samples; [ ] = dose if it differs, or a comment.

SMILES	UTI89 phage lysis	Large T inhibition	NTR1 agonist	NTR1 agonist cell count 20 µM	AID2073	Dengue-2 NS5 capping	West Nile antiviral	RSV CPE inhibition	Siah-1 displacement	MgcRacGAP inhibition	others
Cc1ccc(NC(=O)COC(=O)/C=C/c2cccs2)cc1	2.6%	7%	3.6	40	8%	0%	-0.7%	0.6%	2%	7%
CCN(CC(=O)Nc1ccc(S(=O)(=O)N2CCCC2)cc1)Cc1ccccc1	-0.2%[50 µM]	11%	0.8	45	x	-2%	x	-0.2%	x	2%
CC1(C)Cc2ccccc2-c2nc(NCCCO)[nH]c(=O)c21	0.3%	21%	2.8	57	30%	0%	0.3%	6.0%	2%	14%
c1cncc(C(c2nnnn2C2CCCCC2)N2CCN3CCCC3C2)c1 (stereo not drawn)	3.0%	4%	0.3	77	13%	10%	0.4%	1.1%	-3%	0%
O=S(=O)(NCCN1CCOCC1)c1ccc(F)c(Cl)c1	0.1%	2%	1.7	80	-6%	2%	0.2%	1.9%	-3%	7%
CC1(C)CC(NC(=O)c2cccc(F)c2)CC(C)(C)N1	-1.1%	2%	0.4	67	2%	-10%	-0.4%	0.0%	0%	-4%
COc1ccc(OC)c(CNC(=O)COc2cc(=O)n(C)c3ccccc23)c1	0.0%	x	4.7	81	x	2%	0.1%	3.1%	x	2%
O=C(NCCc1ccc(Cl)cc1)C1CCN(S(=O)(=O)c2cccc3nonc23)CC1	8.0%	1%	-0.4	58	-1%	-1%	0.5%	3.1%	-4%	2%
CC(C)c1ccc(S(=O)(=O)N2CCN(C(=O)c3cc([N+](=O)[O-])ccc3N3CCOCC3)CC2)cc1	1.9%[50 µM]	16%	3.2	72	-5%	1%	-0.1%	1.7%	6%	0%
O=C(Nc1ccc2ncccc2c1)Nc1ccc2ncccc2c1	0.1%	-2%	-1.0	81	23%	-12%	0.2%	15%	13%	0%
S=c1nc(Cc2ccc(Cl)cc2)[nH]c2ccccc12	x	4%	2.2	47	15%	x	-0.1%	0.1%	9%	x
COc1ccc(-c2[nH]ncc2CN2CCC(C(=O)c3ccc(F)cc3)CC2)cc1	0.3%	11%	0.4	56	1%	5%	-1.0%	x	-1%	10%
N#C/C(=C(/O)c1cccc(F)c1)c1nc2ccccc2s1	0.5%	22%	0.4	60	-5%	0%	0.6%	8.0%	5%	11%
CCn1c(SCC(=O)NCc2ccco2)nnc1-c1ccncc1	x	2%	1.1	33	11%	x	-0.1%	0.6%	-7%	x
O=C(c1ccc(F)cc1)c1cnc(Nc2ccccc2)s1	0.9%	9%	2.4	50	12%	-6%	0.7%	-1.4%	13%	6%
O=C(NCCCN1CCCC1)c1ccc(CS(=O)(=O)c2ccc(Cl)cc2)o1	0.1%	5%	-1.1	64	-1%	-4%	-0.5%	-0.1%	14%	9%
O=C1C2CCCN2C(c2ccccc2)N1c1nccs1 (stereo not drawn)	0.9%	-11%	-0.2	77	-18%	-11%	0.2%	0.2%	-4%	9%
CC(C)CCNC(=O)C1CC(=O)N(C2CCCC2)C1 (stereo not drawn)	0.9%	-4%	0.2	86	-4%	3%	0.3%	0.9%	1%	6%
O=C(Oc1ccc2[nH]cc(CCN3C(=O)c4ccccc4C3=O)c2c1)c1ccco1	4.7%	6%	2.9	40	-4%	-2%	0.7%	-1.5%	-1%	7%
Cc1ccc2c(c1)[C@H]1[C@H](CO2)[C@H](c2ccccc2)[C@]2(C)C(=O)Nc3cc(F)c(F)cc3C(=O)N12	4.2%	x	-1.7	56	x	-4%	x	x	x	8%
CCOc1nc(NCCN2CCOCC2)nc(Nc2ccc(C)cc2)n1	0.1%	5%	0.0	70	-8%	6%	0.3%	-0.6%	4%	9%
CCOc1cc(/C=N/NC(=O)C(=O)N/N=C/c2ccc(O)c(OCC)c2)ccc1O	-0.3%	9%	-0.5	65	22%	8%	0.3%	5.1%	-10%	11%
CCCCCn1nc(C(=O)OCc2nc(N)nc(Nc3ccccc3)n2)c2ccccc2c1=O	-2.7%	x	9.3	42	x	3%	x	x	x	1%
Cc1cc([N+](=O)[O-])nn1CC(=O)Nc1cnc2ccccc2c1	1.8%	16%	-1.3	32	-5%	-3%	-0.1%	0.2%	3%	1%
Cc1ccc(-c2csc(N3CCC(NS(=O)(=O)c4ccc5c(c4)OCCO5)CC3)n2)cc1	3.4%	4%	4.0	62	-9%	4%	2.2%	5.2%	8%	5%
SMILES	UTI89 phage lysis	Large T inhibition	NTR1 agonist	NTR1 agonist cell count 20 µM	AID2073	Dengue-2 NS5 capping	West Nile antiviral	RSV CPE inhibition	Siah-1 displacement	MgcRacGAP inhibition	others
O=C(CN1C(=O)NC2(CCCCCC2)C1=O)N1CCC(Cc2ccccc2)CC1	0.0%	5%	-0.7	76	-6%	-5%	-1.7%	5.1%	-1%	0%
COc1ccc(CNS(=O)(=O)c2cc3c4c(c2)CCN4C(=O)CC3)cc1	0.3%[50 µM]	x	-0.4	60	x	-1%	x	x	x	1%
COc1ccc(Cl)cc1C(=O)NNC(=S)NC(=O)/C=C/c1ccco1	-0.1%	23%	1.5	42	31%	3%	-0.7%	-2.4%	5%	13%
C=CCOC(=O)C1=C(C)NC(=O)NC1c1ccc(OCC)cc1 (stereo not drawn)	0.2%	27%	-0.2	64	9%	3%	-0.7%	0.7%	9%	5%
COc1ccccc1C1=NC(c2ccc(C)cc2)N=C1C (stereo not drawn)	-0.1%	7%	4.9	71	-13%	-1%	-1.0%	-1.1%	5%	15%
C=CCOn1c(C)c(C(C)=O)c2c3no[n+]([O-])c3ccc21	-0.4%	8%	1.8	87	2%	0%	-0.3%	1.0%	6%	2%
CC(=O)c1cc(CN2CCC(n3nccc3NC(=O)c3ccccc3C)CC2)cs1	1.3%[50 µM]	14%	0.0	57	5%	-2%	-0.1%	0.2%	12%	7%
CCOC(=O)CNC(=O)CSc1nc2cccnc2n1Cc1ccccc1	0.2%	5%	-0.4	29	-17%	-6%	1.4%	1.9%	0%	6%
O=C(NCc1ccco1)/C(=C/c1ccco1)NC(=O)c1ccc(Br)o1	2.1%[50 µM]	22%	1.1	81	20%	-5%	-0.2%	1.1%	2%	12%
COc1ccccc1CNC(=O)COc1ccc(C)cc1	-0.8%	13%	-0.1	54	4%	-1%	0.1%	1.5%	10%	7%
c1cncc(-c2nc3ccccc3[nH]2)c1	0.0%	8%	-0.2	56	9%&5%	1%	0.5%	-0.7%	-2%&1%	3%
CCNC(=S)N1CCc2cc(OC)c(OC)cc2C1COc1ccccc1OC (stereo not drawn)	0.6%	14%	1.3	59	-13%	-1%	-1.2%	u	4%	0%
O=C(C[n+]1cc(Br)cc2ccccc21)c1ccc(F)cc1	0.9%[50 µM]	7%	-2.2	86	0%	-5%	-0.9%	5.3%	2%	8%
CCOc1ccc(S(=O)(=O)Nc2cc(Cl)ccc2O)cc1	0.1%	-3%	4.6	40	-8%	-5%	-0.5%	4.4%	-1%	1%
CN1CC(=O)N/C1=N\C(=O)Nc1ccc(O)cc1	0.2%	u	-0.2	97	-33%	1%	0.0%	0.3%	2%	x
CSc1nc(-c2ccco2)nn1C(=O)Cc1ccccc1	-0.3%	4%	-0.2	57	-8%	12%	0.2%	1.8%	16%	8%
CC(=O)Nc1nc(C)c(-c2csc(Nc3ccc(O)cc3)n2)s1	-1.1%	u	7.2	44	17%	-14%	2.2%	9.2%	-5%	u	Dengue-2 NS5 capping pilot replicate=4.4
C=CCn1c(Cc2nc3ccc(Cl)cc3[nH]2)n[nH]c1=S	0.2%	10%	-1.0	75	9%	-7%	-1.1%	1.0%	-10%	13%
Cc1ccc(C(=O)C2=C(O)C(=O)N(Cc3cccnc3)C2c2ccc(OC(C)C)cc2)o1 (stereo not drawn)	-0.2%[50 µM]	6%	1.9	59	30%	-4%	-0.8%	4.9%	-3%	6%
COCCCN(C(=O)CCSc1ccc(F)cc1)c1c(N)n(Cc2ccccc2)c(=O)[nH]c1=O	0.4%[50 µM]	6%	3.1	36	x	-1%	x	0.2%	x	2%
Cc1cc(C)n2nc(CC#N)c(C#N)c2n1	-0.8%	7%	0.7	46	10%	1%	-0.6%	-0.2%	3%	0%
Cn1nccc1C(=O)N1CCN(c2ncccn2)CC1	0.3%	4%	2.1	97	13%	-4%	1.0%	1.6%	6%	10%
O=C(Oc1cccc2ccccc12)c1cc(Cl)nc2ccccc12	0.5%	12%	2.6	87	5%	-10%	-0.3%	0.5%	-4%	3%
CCOC(=O)c1c(NC(=O)COC(=O)c2cc(OC)c(OC)cc2[N+](=O)[O-])sc(C)c1C	0.9%[50 µM]	6%	6.3	48	-9%	7%	-1.6%	1.5%	-3%	7%
Cc1ccc(C)c(NC(=O)CCN2C(=O)c3ccccc3C2=O)c1	1.6%[50 µM]	17%	-0.6	95	9%	-4%	-0.3%	4.0%	-3%	5%
S=c1[nH]nc(/C=C/c2ccccc2)o1	-0.2%	10%	-0.9	47	33%	-3%	0.3%	0.8%	-1%	3%
COc1cc(C2C(C#N)=C(N)N(N(C)C)C3=C2C(=O)CCC3)ccc1O (stereo not drawn)	1.1%[50 µM]	11%	x	x	0%	7%	0.5%	0.9%	0%	9%
CCOc1ccc(NS(=O)(=O)CC23CCC(CC2=O)C3(C)C)cc1 (stereo not drawn)	0.2%	12%	0.2	77	0%	-6%	-0.8%	2.3%	-3%	11%
COc1ccc(Cl)cc1NC(=O)CN(C)C(=O)CCCc1c[nH]c2ccccc12	0.0%	16%	2.1	44	-7%	-4%	-0.7%	16%	2%	2%

An excerpt taken from the entries so far, for reference:
SMILES	UTI89 phage lysis	Large T inhibition	NTR1 agonist	NTR1 agonist cell count 20 µM	AID2073	Dengue-2 NS5 capping	West Nile antiviral	RSV CPE inhibition	Siah-1 displacement	MgcRacGAP inhibition	others
COc1cc(C2C(C#N)=C(N)N(N(C)C)C3=C2C(=O)CCC3)ccc1O (stereo not drawn)	1.1%[50 µM]	11%	x	x	0%	7%	0.5%	0.9%	0%	9%
CCOc1ccc(NS(=O)(=O)CC23CCC(CC2=O)C3(C)C)cc1 (stereo not drawn)	0.2%	12%	0.2	77	0%	-6%	-0.8%	2.3%	-3%	11%
COc1ccc(Cl)cc1NC(=O)CN(C)C(=O)CCCc1c[nH]c2ccccc12	0.0%	16%	2.1	44	-7%	-4%	-0.7%	16%	2%	2%
